# Cardio protect – protects H9c2 cardiomyocytes from peroxide injury | H2O2 injury protection, ATPLite, 2 h | protection from H2O2 cell death, % at 20 µM | 360,000 compounds, 0.63% hits;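 active means compounds giving at least 50% protection of heart cells from peroxide-induced death in the single-dose screen, raw or plate-pattern-corrected value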;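 further: 0% = DMSO wells with peroxide and 100% = DMSO wells without peroxide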
# ABCB6 inh MLPCN – blocks the human ABCB6 transporter | Q9NP58 | K562-ABCB6 porphyrin accumulation, flow cytometry, 1 h; stronger effect = lower value | fluorescence ratio to DMSO, % at 10 µM | 360,000 compounds, 0.19% hits;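 active means fluorescence ratio to DMSO below 75%, the collection mean minus 3 SD; inconclusive means too few cells collected in the well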;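 further: signal is porphyrin accumulated inside mitochondria; 100% equals median channel fluorescence of DMSO control wells; lower ratio means ABCB6 inhibition with less porphyrin fluorescence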
# Target sequence (Q9NP58 whole entry, looked up): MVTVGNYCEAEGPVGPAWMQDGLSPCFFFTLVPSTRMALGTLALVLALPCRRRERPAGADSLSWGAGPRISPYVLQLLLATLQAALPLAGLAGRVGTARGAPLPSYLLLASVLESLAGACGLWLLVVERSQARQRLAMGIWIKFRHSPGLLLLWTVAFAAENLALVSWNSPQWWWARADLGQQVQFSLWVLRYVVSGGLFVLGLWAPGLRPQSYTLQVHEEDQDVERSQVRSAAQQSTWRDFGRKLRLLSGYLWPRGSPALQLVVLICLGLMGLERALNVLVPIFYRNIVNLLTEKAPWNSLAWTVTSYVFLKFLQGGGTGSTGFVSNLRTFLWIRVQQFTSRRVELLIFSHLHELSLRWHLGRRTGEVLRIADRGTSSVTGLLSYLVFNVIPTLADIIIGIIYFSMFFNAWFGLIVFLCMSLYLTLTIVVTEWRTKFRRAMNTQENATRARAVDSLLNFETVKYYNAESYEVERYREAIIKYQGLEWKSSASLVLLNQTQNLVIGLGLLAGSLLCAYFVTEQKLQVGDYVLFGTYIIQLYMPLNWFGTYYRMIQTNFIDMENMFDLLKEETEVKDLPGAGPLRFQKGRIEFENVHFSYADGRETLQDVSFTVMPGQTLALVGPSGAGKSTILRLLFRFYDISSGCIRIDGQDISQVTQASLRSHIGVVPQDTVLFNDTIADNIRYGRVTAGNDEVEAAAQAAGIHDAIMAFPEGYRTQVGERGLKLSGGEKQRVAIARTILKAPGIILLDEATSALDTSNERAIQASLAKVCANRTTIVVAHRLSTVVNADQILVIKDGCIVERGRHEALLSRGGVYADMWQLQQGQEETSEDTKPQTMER
# Exocytosis inh – blocks lytic granule exocytosis; TALL-104 LAMP-1 surface exposure, flow cytometry; cells stimulated with thapsigargin and PMA; inhibition, % at 10 µM; 360,000 compounds, 0.66% hits; AID 651702;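 active means inhibition above about 55%, limit read from the data; inconclusive means no clear call, values can overlap the other calls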
# ABHD5-PLIN5 inh – blocks binding of human ABHD5 to perilipin-5 | Q00G26+Q8WTS1 | Split G. princeps luciferase complementation, luminescence, 4 h | inhibition, % at 4 µM | 360,000 compounds, 0.78% hits | AID 602281;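 active means inhibition above the mean inhibition across every tested compound plus 3 SD, cut at about 22% in these data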;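 further: 0% = DMSO only wells and the 100% control is not disclosed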
# CaV13 FRET inh – Primary screen for inhibitors of IQ motif and Ca2+-dependent inactivation inhibitor domain binding in CACNA1D, Förster resonance energy transfer in living cells, …. HEK cells, CFP/YFP FRET ICDI-IQ, plate reader, 10 min; percent FRET-ratio fall versus neutral wells. inhibition, % at 12.3 µM. 340,000 compounds, 0.098% hits;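 active means mean replicate inhibition of at least 30% and at least 1% of replicates passing that level; inconclusive means only one of the two criteria is met; inactive means neither criterion is met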;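 further: 0% = median of the neutral control wells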
# HTR2A ag – activates the mouse 5-HT2A serotonin receptor | P35363 | CHO-K1 mHTR2A beta-arrestin complementation, luminescence; percent of 30 µM serotonin response | activation, % at 7.6 µM | 360,000 compounds, 0.66% hits | AID 624169;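 active means activation above a run cutoff, the mean activation of all tested compounds plus 3 SD, cut at about 14% in these data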;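 further: 0% = plate median of compound wells and 100% = 30 µM serotonin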
# MC4R barr agon – activates human MC4R beta-arrestin recruitment. activation, % at 8.9 µM. P32245. AID 540308. U2OS MC4R beta-arrestin complementation, luminescence; percent of melanotan II response, DMSO zero. 360,000 compounds, 0.98% hits;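 active means activation above a per-plate cutoff, the mean activation of sample wells on that plate plus 3 SD, cut at about 8% in these data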
# Glyco luc inh – N-linked glycosylation inhibition | 360,000 compounds, 0.23% hits | reporter increase, % at 12.5 µM | D54 ERlucT glycosylation luciferase reporter, 24 h; percent of 100 nM tunicamycin response;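 active means mean luciferase reporter signal, scaled so untreated is 0 and the glycosylation-blocking control 100, at or above a set limit in every replicate; inconclusive means mean reaches the limit but not every replicate does; inactive means mean below the limit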;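 further: luciferase carries N-glycosylation sites so blocking glycosylation raises the light; 0% = median of neutral control wells and 100% = median of 100 nM tunicamycin wells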
# PDI turbidity – inhibitors of human protein disulfide isomerase; P07237; PDI insulin aggregation turbidity, A650, 90 min; inhibition, % at 10 µM; 350,000 compounds, 0.052% hits; AID 588391;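 active means mean inhibition across replicates of 30% or more, whatever share of single replicates reach that level; inconclusive means mean inhibition below 30% while every single replicate reaches 30%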;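 further: absorbance from insulin aggregation driven by PDI reduction with DTT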
# MC4R antag cAMP – blocks human MC4R cAMP signaling | 360,000 compounds, 0.48% hits | MC4R-expressing cells, MTII-stimulated cAMP, LANCE TR-FRET | P32245 | inhibition, % at 6.5 µM | AID 540295;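 active means inhibition above its plate's cutoff, the mean of tested wells on that plate plus 3 SD, cut at about 29% in these data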;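 further: 0% = Melanotan II alone and 100% = Melanotan II plus saturating MCL0020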
#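 Test system: U2OS cells stably expressing human melanocortin 4 receptor (MC4R); also added: Melanotan II challenge; compound: 6.5 µM single dose; timing: 30-min compound preincubation, 1-h Melanotan II challenge, 1-h detection, room temperature; signal: Eu-cAMP/anti-cAMP TR-FRET, emission 671 nm; repeats: one well per compound, no replicates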
# * hit, by the source's call; ? = inconclusive; nt = not tested or not shown; + = active, no number. Random draw from the library. About 4.2% of those tested had a hit in this group.
# Values run as follows: Cardio protect	ABCB6 inh MLPCN	Exocytosis inh	ABHD5-PLIN5 inh	CaV13 FRET inh	HTR2A ag	MC4R barr agon	Glyco luc inh	PDI turbidity	MC4R antag cAMP
COc1ccc(N(CN2C(=O)C3CCCCC3C2=O)C(=O)c2ccco2)cc1 (configuration not stated)
  1	100	0	-4	-5	3	0.5	0	21	0
CC1(C(=O)NS(=O)(=O)c2ccc(Cl)cc2)CCN1C(=O)CC1CC1 (configuration not stated)
  11	103	0	0	-12	4	0.2	1	4	7
C=CCNC(=O)COC(=O)c1ccccc1C(=O)N(C)C1CCCCC1
  2	103	1	5	-16	3	2.4	0	27	9
CCC(CC)C(=O)Nc1cccc(C(=O)NC(C)(C)C)c1
  -6	98	-5	6	2	-1	-0.3	1	-2	18
CCC(=O)N1CCN(c2nc(-c3ccc(Cl)cc3)cs2)CC1
  -24	99	4	0	-5	-2	0.7	-15	1	6
CCCCCN(C(=O)CCC(=O)OCC(=O)Nc1cccc(SC)c1)c1c(N)n(CCCC)c(=O)[nH]c1=O
  4	99	0	0	-3	-7	-0.3	2	0	3
COc1ccccc1CNCC(c1ccccc1)c1ccccc1
  -10	90	30	4	-7	3	-1.7	-1	0	5
COc1ccc(C(=O)NCCCN=C2NS(=O)(=O)c3ccccc32)cc1
  5	97	0	6	-4	-3	1.3	0	19	14
O=C1OC(c2ccccc2)Sc2ccccc21 (configuration not stated)
  -3	97	17	1	-6	-1	-1.6	0	-6	5
COC(=O)c1nn(-c2ccc(OC)cc2)c(=O)cc1Sc1ccc(C)cc1
  2	91	2	-6	-4	-1	-0.3	0	1	0
CCC(NC(=O)CN1CCN(C(=O)c2cccs2)CC1)c1ccc(C)cc1 (configuration not stated)
  4	105	6	0	-5	-7	0.3	1	2	14
CCOC(=O)C1CCN(C(=O)COC(=O)c2ccc3c(c2)C(=O)N(c2ccc(OCC)cc2)C3=O)CC1
  -18	99	13	-1	-1	3	-2.0	0	9	14
CCOc1ccc(NCc2nnc(SCc3ccccc3Cl)n2-c2ccccc2)cc1
  -9	91	7	9	-4	0	-1.6	-3	5	3
COc1ccc(/C=N/NC(=O)c2ccc3nc[nH]c3c2)c(OC)c1OC
  10	102	-2	8	-5	6	1.5	5	-9	-4
O=C(c1ccco1)N1CCN(c2c([N+](=O)[O-])nn(-c3cccc(Cl)c3)[n+]2[O-])CC1
  -5	97	4	1	-4	-1	-0.6	-1	2	0
Cc1ccc(/C=C/c2ccc(=O)n(Cc3ccccc3Cl)n2)cc1
  -12	97	2	-1	-2	-3	0.2	-5	9	6
COc1cccc(NC(=O)c2ccc3snnc3c2)c1
  -1	103	0	-3	nt	1	-1.5	1	1	14
C=CCn1c(CSCc2ccc(C)cc2)nnc1SCC(=O)NCc1ccccc1
  8	104	16	5	-5	-10	-0.8	2	6	7
O=C(Nc1ccccc1C(=O)O)c1ncn[nH]1
  6	104	-1	3	nt	3	-0.7	-1	8	5
CC12CC(c3ccccc3O1)C(C(=O)NCc1ccccc1)C(=O)N2 (configuration not stated)
  -3	95	-1	0	nt	9	-1.2	-2	-3	7
CCOC(=O)C1=C(C)NC(=O)C(C(N)=O)C12CCCCC2 (configuration not stated)
  9	100	-2	0	-4	2	-1.1	0	10	10
CCN(CC)C(=O)c1cn(C)c(=O)c2cc(OC)c(OC)cc12
  2	95	1	2	-4	-3	-2.1	2	8	6
Cc1ccc(S(=O)(=O)NC2(C(=O)O)CCCCC2)cc1
  -1	96	-2	0	-5	5	-1.2	1	-5	2
O=C1c2ccccc2NC(c2ccc(O)cc2)N1/N=C/c1ccc(O)cc1 (configuration not stated)
  -6	93	-3	0	-2	6	-1.8	-2	19	4
O=C(Nn1cnnc1)c1ccc([N+](=O)[O-])cc1Cl
  1	95	-8	2	-5	-5	-0.3	3	-3	10
C[N+]1=C(/C=C/Nc2ccccc2Cl)C(C)(C)c2ccccc21
  -22	250	-10	-5	-9	5	1.7	-3	-6	13
O=C(Oc1cc(=O)oc2c1c(=O)n1c3c(cccc23)CC1)c1ccc(F)cc1
  1	96	2	2	-4	3	-1.3	0	-1	6
Cc1c(Cl)cccc1NC(=O)c1ccco1
  5	100	1	-7	-1	6	-1.1	0	-1	-1
Cc1ccc(C(=O)NNC(=O)Cc2csc(-c3csc(C)n3)n2)cc1
  1	103	3	-6	-16	0	-2.2	1	-2	11
CCc1ccc(C(C(=O)NC2CCCC2)N(C(=O)/C=C/C(=O)Nc2cc(C)on2)c2ccccc2C)cc1 (configuration not stated)
  15	100	0	0	-5	6	1.4	3	8	18

# In the list so far, these contain an aryl methoxy group.
# Values run as follows: Cardio protect	ABCB6 inh MLPCN	Exocytosis inh	ABHD5-PLIN5 inh	CaV13 FRET inh	HTR2A ag	MC4R barr agon	Glyco luc inh	PDI turbidity	MC4R antag cAMP
COc1ccc(N(CN2C(=O)C3CCCCC3C2=O)C(=O)c2ccco2)cc1 (configuration not stated)
  1	100	0	-4	-5	3	0.5	0	21	0
COc1ccccc1CNCC(c1ccccc1)c1ccccc1
  -10	90	30	4	-7	3	-1.7	-1	0	5
COc1ccc(C(=O)NCCCN=C2NS(=O)(=O)c3ccccc32)cc1
  5	97	0	6	-4	-3	1.3	0	19	14
COC(=O)c1nn(-c2ccc(OC)cc2)c(=O)cc1Sc1ccc(C)cc1
  2	91	2	-6	-4	-1	-0.3	0	1	0
COc1ccc(/C=N/NC(=O)c2ccc3nc[nH]c3c2)c(OC)c1OC
  10	102	-2	8	-5	6	1.5	5	-9	-4
COc1cccc(NC(=O)c2ccc3snnc3c2)c1
  -1	103	0	-3	nt	1	-1.5	1	1	14
CCN(CC)C(=O)c1cn(C)c(=O)c2cc(OC)c(OC)cc12
  2	95	1	2	-4	-3	-2.1	2	8	6

# New compounds follow
# Values run as follows: Cardio protect	ABCB6 inh MLPCN	Exocytosis inh	ABHD5-PLIN5 inh	CaV13 FRET inh	HTR2A ag	MC4R barr agon	Glyco luc inh	PDI turbidity	MC4R antag cAMP
CCOc1ccc(NC(=O)CN(C)C(=O)/C=C/c2ccc(S(=O)(=O)N3CCCCCC3)cc2)cc1OCC
  0	95	2	9	-6	10	0.4	-3	0	-2
Nc1ccc2nc(-c3ccccc3)cnc2c1
  -7	195	11	-14	+	3	-2.3	-3	-6	4
Cc1cc2oc3c(c(=O)c2cc1C)C(c1ccc(C(C)C)cc1)N(CCCN1CCOCC1)C3=O (configuration not stated)
  -8	98	7	-2	-12	-3	0.7	0	nt	3
COc1ccc(N2CCN(/C(=N\S(=O)(=O)c3ccccc3)Nc3nc(C)cc(C)n3)CC2)cc1
  4	95	-4	5	-4	-3	2.6	1	-1	-6
Cc1nnc(SCCCCSc2nnc(C)c(=O)[nH]2)[nH]c1=O
  0	99	1	3	-5	6	0.7	3	0	-8
O=c1[nH]cc(S(=O)(=O)N2CCN(c3ccccc3F)CC2)c(=O)[nH]1
  -4	94	-3	2	-12	1	0.8	-1	3	7
CCOc1ccc(CC(=O)Nc2sc(Cc3ccccc3)c(C)c2C(N)=O)cc1OCC
  6	85	-1	-12	-6	2	0.0	0	5	0
CN1CC2=Cc3ccccc3OC23Oc2ccccc2C=C3C1
  -6	111	-2	18	-3	-7	2.4	14	0	1
CS(=O)(=O)N(CC(=O)NCc1ccccc1)C1CCCCC1
  0	93	2	-2	-1	1	0.0	-2	9	18
CC(=O)c1ccc(N2CCN(C(=O)C3CCN(C(=O)Nc4ccccc4)CC3)CC2)cc1
  7	101	0	6	-6	9	0.0	1	0	-1
CN1C(=O)C(C)(C)c2cc(S(=O)(=O)NCC3CCC(C(=O)NC4CCCCC4)CC3)ccc21 (configuration not stated)
  -3	96	-7	-4	-3	-1	-0.4	-2	-1	15
CCc1nnc(NC(=O)C2CCN(c3ncnc4sc(C)c(C)c34)CC2)s1
  -4	94	7	4	-16	-7	-2.0	0	3	4
CSc1nc(C)cc(Oc2ccc(OCC(N)=O)nn2)n1
  -2	100	-1	0	-2	0	-2.2	1	7	-2
COc1cc(CN(C(=S)NCC(=O)NC2CCCC2)C2CCCC2)cc(OC)c1OC
  4	101	1	-9	-5	1	-0.2	1	14	3
O=C(CNc1ccc(Br)cc1)c1ccc(O)cc1
  6	102	3	-3	-2	3	1.8	0	17	18
CONC(=O)C1CCN(C(=O)OCc2ccccc2)CC1
  3	91	-3	-3	nt	-2	-2.8	-1	0	-3
CC(C)(C)NC(=O)C(c1ccco1)N(Cc1ccc2c(c1)OCO2)C(=O)Cn1nnc2ccccc21 (configuration not stated)
  5	99	16	-4	nt	1	-2.0	-1	4	8
C[C@@H]1CN([C@H](C)CO)C(=O)CCCn2nncc2CO[C@H]1CN(C)C(=O)OCc1ccccc1
  1	97	-2	3	-5	-3	-0.5	-1	0	-9
COc1ccccc1N1CCN(Cc2ccc(OC)c3ccccc23)CC1
  -2	111	4	3	-7	-14	-2.1	-1	6	1
CC(C)C(NC(=O)c1ccc(C(C)(C)C)cc1)C(=O)Nc1ccc(N2CCOCC2)cc1 (configuration not stated)
  -17	97	2	2	-5	-9	-0.9	-5	-3	5
O=C(CN1C(=O)NC2(CCc3ccccc3C2)C1=O)Nc1ccc(Cl)cc1F (configuration not stated)
  -12	91	5	-2	-5	-2	-1.3	2	9	-3
COc1ccc(N(Cc2cc3cc(OC)ccc3[nH]c2=O)C(=O)C2CCCO2)cc1 (configuration not stated)
  15	196	19	4	0	4	-2.3	0	?	-3
O=C(O)C1CCCN1C(=O)OCC1c2ccccc2-c2ccccc21 (configuration not stated)
  0	99	0	3	21	1	-0.3	1	10	-7
CCN1CNC(=S)N(C(C)c2ccccc2)C1 (configuration not stated)
  -1	99	-1	-6	-5	4	2.7	-1	-2	-2
